FN deposit inh: fibronectin deposition inhibition; hit rate 0.086% among 350,000; AID 743247; inhibition, % at 12.6 µM; AH1F fibroblasts, Alexa488-fibronectin deposition fluorescence, overnight;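 active = mean inhibition across replicates of 30% or more, regardless of how many single replicates reach that level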;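 note: positive control wells lacked labelled fibronectin entirely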
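Assay system: AH1F fibroblast monolayer, labelled fibronectin deposition. Amount: 10000 cells per well. Also added: labelled fibronectin 24 nM. Compound: single-point pinned compound. Incubation: cell attachment 1 h, compound and FN exposure overnight. Detection: fluorescence after three HBSS washes, excitation 485 nm, emission 525 nm. Read-out: inhibition of fibronectin deposition signal.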
CASP6 VEID inh: inhibitors of human caspase-6; purified caspase-6, Z-VEID-R110 cleavage fluorescence; inhibition, % at 12.5 µM; AID 686996; hit rate 0.53% among 350,000; P55212;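 active = mean inhibition across replicates at least about 35%, with every replicate also reaching that limit, limit read from the data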;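 note: 0% = median of neutral control wells and 100% = no fluorescence left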
Target sequence (P55212 24-179 limits assumed): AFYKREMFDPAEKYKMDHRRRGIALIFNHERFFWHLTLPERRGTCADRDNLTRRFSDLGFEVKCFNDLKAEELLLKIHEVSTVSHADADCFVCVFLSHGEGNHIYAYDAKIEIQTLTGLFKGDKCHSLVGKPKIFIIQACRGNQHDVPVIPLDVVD
Target sequence (P55212 194-293 limits assumed): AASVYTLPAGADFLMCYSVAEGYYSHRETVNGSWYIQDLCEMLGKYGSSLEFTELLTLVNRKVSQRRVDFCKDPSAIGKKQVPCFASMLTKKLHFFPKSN
PGC1a acetyl inh: PGC1a acetylation modulation, inhibitor mode; hit rate 0.17% among 350,000; U2OS PGC1a acetylation, AlphaScreen anti-acetyl-lysine; with virally co-expressed GCN5 acetyltransferase; AID 651687; inhibition, % at 15.6 µM;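 active = every replicate shows inhibition of at least 40%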;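 note: 0% = neutral control wells and 100% = positive control wells; some results beyond the cut were filed as inactive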
EWS-Fli inh: EWS/Fli transcriptional activity inhibition; A673 NR0B1-luciferase reporter, viability-normalised; inhibition, % at 12.6 µM; hit rate 0.67% among 350,000; AID 651661;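 active = mean inhibition of at least 50% after viability correction, with every replicate also passing that limit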;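 note: firefly luciferase signal divided by Alamar Blue viability fluorescence both relative to DMSO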
miR122 inh: blocks miR-122 activity in Huh7 sensor cells; Huh7 miR-122 Renilla luciferase sensor, 48 h; neutral wells = 0, positive control = 100; activation (reporter increase), % at 12.5 µM; hit rate 0.3% among 340,000;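 active = mean replicate activation score at least 90 and every replicate individually at or above 90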;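 note: higher luciferase means less miR-122 activity so hits act as miR-122 inhibitors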
PAX8 inh HTS: PAX8 transcriptional activity inhibition; hit rate 1.2% among 360,000; RMG-I TPO-luciferase reporter, SteadyGlo, 24 h; inhibition, % at 12.6 µM; AID 652154;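 active = mean replicate inhibition at least 60% with every replicate also reaching 60%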;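 note: luciferase light reporting Pax8 driven TPO promoter activity; plate controls were median of neutral control wells for no effect and mitoxantrone controls for full effect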
LGR2 antag: Drosophila LGR2 receptor signaling inhibition | inhibition, % at 9.99 µM | hit rate 0.35% among 380,000 | HEK293 LGR2, CRE-luciferase, bursicon-stimulated, 4 h | AID 720647;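 active = drop in luminescence signal, shown as inhibition above about 50% in the replicate tests, limit read from the data, passing the limit was not always enough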;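 note: agonist challenge used bursicon conditioned medium at about half maximal strength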
Cneo AK release: causes C. neoformans cell lysis. adenylate kinase release luminescence, 4 h; normalised: neutral wells 0, clomiphene wells 100. lysis activity, % at 15 µM. hit rate 0.2% among 360,000;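 active = mean lysis activity across replicates of at least 80%, whatever share of replicates individually reach that level; inactive = mean lysis activity below 80%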
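Test system: log-phase Cryptococcus neoformans yeast cells. Input: 5 × 10^6 yeast cells/mL. Medium: fresh YPD growth medium. Doses: single dose. Incubation: static 4 h at 37 °C with compound, 1 h detection. Measured by: luminescent adenylate kinase detection reagent. Read-out: signal increase indicating cell lysis. Benchmarks: Clomiphene.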
* hit, by the source's call; · = not tested or not shown; [ ] = dose if it differs, or a comment. Not a hit list; any-hit rate near 2.5%.

SMILES	FN deposit inh	CASP6 VEID inh	PGC1a acetyl inh	EWS-Fli inh	miR122 inh	PAX8 inh HTS	LGR2 antag	Cneo AK release
Cc1noc(C)c1S(=O)(=O)N(CC(=O)N1CCc2ccccc21)c1ccc(C(C)C)cc1	-5	-1	-7	9	-4	11	13	-2
CCOC1=C2[C@@H](CN(S(=O)(=O)c3ccc(C)cc3)[C@H]2c2ccccc2Cl)[C@H]2C(=O)N(C(C)(C)C)C(=O)[C@H]2C1	-7	-3	-33	-4	15	3	21	1
O=C(Nc1cccc(S(=O)(=O)N2CCCCC2)c1)c1ccc(N2CCCC2=O)cc1	3	1	-6	-3	-4	-6	-4	2
O=C(C[C@H]1C[C@H]2c3cc(NC(=O)CC4CC4)ccc3O[C@H]2[C@H](CO)O1)NCc1ccccc1	6	-4	-6	5	11[16.7 µM]	-2	-2	0
CNC(=S)Nc1cccc(-c2cnc3ccccc3n2)c1	3	1	·	-53	9	-41	-39	5
O=C(CCN1C(=O)C2C3CCC(C3)C2C1=O)Nc1ccccc1C(F)(F)F (configuration not stated)	-6	-2	16	10	3	-2	-28	3
COc1cccc(NC(=O)CSc2nnc(C)s2)c1	-2	·	-10	·	-10	·	·	-1
O=C(NC1CC1)c1sc2ccccc2c1Cl	0	5	11	-60	-5	-121	-14	-1
CC(=O)N1[C@H](C(=O)NC2Cc3ccccc3C2)[C@@H](CO)[C@@H]2Cn3c(ccc(-c4ccncc4)c3=O)[C@@H]21	·	-1	·	-1	·	·	5	-2
O=C(COc1ccc([N+](=O)[O-])cc1)NNC(=O)Nc1ccccc1F	-12	2	·	2	-3	1	-18	-2
Cc1ccc2c(c1)c1c(n2CC(O)CNC(C)(C)C)CCCC1 (configuration not stated)	0	65*	-9	5	6	16	-7	-4
COCCN1C[C@@H](CO)O[C@@H](n2cnc3c(N4CCCC4)ncnc32)C1	6	-1	·	3	-5	-23	9	0
O=C(C[C@@H]1C[C@@H]2c3cc(NC(=O)Cc4ccncc4)ccc3O[C@@H]2[C@H](CO)O1)NCC1CC1	-1	1	-5	8	-6[16.7 µM]	-9	7	9
CC(=O)Nc1ccc(NC(=O)c2oc3cc(C)c(C)cc3c2C)cc1	-14	3	-9	-15	-3	-15	2	0
CN(C)/C=N/c1nccc(-c2cccs2)n1	-10	14	0	-9	·	13	-10	·
C/C=C/c1cnc2c(c1)C(=O)N([C@@H](C)CO)C[C@@H](C)[C@H](CN(C)C(=O)c1cnccn1)O2	·	5	1	2	-4[16.7 µM]	-16	-5	4
O=C(NC[C@H]1[C@H](c2ccccc2)[C@H](CO)N1Cc1cccnc1)c1ccccn1	4	·	4	9	-8[16.7 µM]	-12	12	4
Cn1nc(C(C)(C)C)cc1N1C(=O)CCC1(C)C(=O)Nc1ccc2ccccc2c1 (configuration not stated)	2	-1	-23	2	0	7	5	2
Cc1cccc(S(=O)(=O)NNC(=O)c2cc(-c3ccc(F)cc3)nc3ccccc23)c1	8	0	2	8	4	6	13	1
C[C@@H]1CN([C@@H](C)CO)C(=O)Cc2cc(NS(=O)(=O)c3cn(C)cn3)ccc2O[C@@H]1CN(C)Cc1ccc(-c2ccccc2)cc1	·	-2	7	-11	-11[16.7 µM]	·	-3	·
Cc1ccc(C)c2nc(Cl)c(C3NC(=O)c4ccccc4N3)cc12 (configuration not stated)	13	0	-10	3	·	23	4	·
Cc1cc(C)nc(Nc2n[nH]c(-c3ccccc3Cl)n2)n1	-2	-5	·	-71	·	-87	-26	·
CCCC(=O)Nc1ccc2c(c1)C(=O)N(C)[C@H]1CC[C@H](CC(=O)NCc3cccc(F)c3)O[C@@H]1CO2	9	·	2	6	-7[16.7 µM]	2	-3	·
CCOC(=O)C1(Cc2cccc(OC)c2)CCN(Cc2ccc3c(c2)OCCO3)CC1	9	0	-11	8	-3	5	10	1
C[C@@H]1CN([C@@H](C)CO)C(=O)c2cc(NC(=O)Nc3ccc(C(F)(F)F)cc3)ccc2O[C@@H]1CN(C)Cc1ccncc1	·	-2	8	3	1[16.7 µM]	2	4	-4
C[C@@H]1CCCCO[C@H](CN(C)C(=O)Nc2ccc3c(c2)OCO3)[C@H](C)CN([C@@H](C)CO)C(=O)c2cc(NC(=O)Nc3ccccc3)ccc2O1	3	1	-27	-70	-6[16.7 µM]	16	2	4
Fc1ccc(NC(=S)NC2CC3CCC(C2)N3Cc2ccco2)cc1 (configuration not stated)	-8	-3	-3	5	-4	-9	-16	0
CO[C@@H]1CN(C)C(=O)c2ccc(NC(=O)Nc3ccccc3)cc2OC[C@H](C)N(C(=O)Nc2c(C)noc2C)C[C@@H]1C	-1	0	5	-1	-3[16.7 µM]	·	2	3
COc1ccc(-c2ccc3c(c2)O[C@@H](CN(C)C(=O)Nc2ccccc2F)[C@@H](C)CN([C@@H](C)CO)S3(=O)=O)cc1	4	-3	-1	6	15[16.7 µM]	·	6	-1
O=C(NCc1ccc2c(c1)OCO2)c1sccc1Br	-4	2	6	-26	2	-39	-10	·
COc1ccc(CCC(=O)NCCNC(=O)CCc2ccc(OC)cc2)cc1	-1	1	·	10	-1	12	15	-2
CC1(C)Cc2c(ccc3ccccc23)C(c2cc3ccccc3oc2=O)=N1	-2	-3	·	·	6	39	6	0
COC(=O)c1scc(C)c1NC(=O)/C=C/C(=O)O	-2	1	9	11	·	-9	7	·
O=C(O)C(Cc1ccccc1)n1c(=S)[nH]c2ccccc2c1=O (configuration not stated)	-15	0	-11	2	-3	1	4	1
C[C@@H]1CCCCO[C@H](CN(C)Cc2ccc(C(F)(F)F)cc2)[C@@H](C)CN([C@H](C)CO)C(=O)c2cc(NC(=O)Nc3ccc(F)cc3)ccc2O1	1	-1	4	7	-4[16.7 µM]	-1	-1	-5
COc1ccc(COC(=O)c2ccc(Br)c(S(=O)(=O)N3CCOCC3)c2)cc1F	-9	-1	-19	2	9	-13	-6	-2
CC1CCCCN1C(=O)Cn1c(=O)oc2cc(S(=O)(=O)N3CCCC3)ccc21 (configuration not stated)	1	-2	-1	2	-5	-16	0	-1
CC(C)C[C@@H]1CC2=C(C(=O)OC(C)(C)O2)[C@H](c2ccc(Cl)cc2)O1	-14	-3	·	10	·	-16	-28	·
CCOC(=O)c1c(S(=O)(=O)N2CCCCC2C)c(C)n(C)c1C (configuration not stated)	-5	-2	5	·	-6	7	-1	-2
O=[N+]([O-])c1cccc(C(=Nc2cccc(Cl)c2)NO)c1	3	·	0	·	-5	-7	·	1

Grouped by structure: those above containing an NH in an aromatic ring.
SMILES	FN deposit inh	CASP6 VEID inh	PGC1a acetyl inh	EWS-Fli inh	miR122 inh	PAX8 inh HTS	LGR2 antag	Cneo AK release
Cc1cc(C)nc(Nc2n[nH]c(-c3ccccc3Cl)n2)n1	-2	-5	·	-71	·	-87	-26	·
O=C(O)C(Cc1ccccc1)n1c(=S)[nH]c2ccccc2c1=O (configuration not stated)	-15	0	-11	2	-3	1	4	1

Following part.
SMILES	FN deposit inh	CASP6 VEID inh	PGC1a acetyl inh	EWS-Fli inh	miR122 inh	PAX8 inh HTS	LGR2 antag	Cneo AK release
CC(OC(=O)c1ccc(O)cc1)C(=O)Nc1cc(C(F)(F)F)ccc1Cl (configuration not stated)	18	7	-28	2	2	19	-5	8
Cc1ccc(-n2c(CNc3cccc(Cl)c3)n[nH]c2=S)cc1	-5	16	-2	13	·	-3	-1	·
COc1cccc(N(C(=O)CNC(=O)c2ccco2)C(C(=O)NC2CCCC2)c2cccnc2)c1 (configuration not stated)	-1	2	·	-2	2	-2	-11	·
CCC(=O)Nc1nc2ccc(NC(=O)COc3ccccc3)cc2s1	·	-3	·	4	·	1	3	4
O=S(=O)(NCc1ccc2c(c1)OCO2)c1cccc2cccnc12	4	·	-1	·	13	4	·	4
Clc1ccc(-c2cccc3nccn23)c(Cl)c1	-6	2	·	-1	-2	-12	9	6
Cc1ccc(S(=O)(=O)CCC(=O)Nc2nnc(CC(C)C)s2)cc1	3	-5	·	-2	·	83*	0	·
O=C(c1cccc(NS(=O)(=O)c2ccccc2)c1)N1CCCCC1	5	-9	2	-1	6	-13	-9	·
COc1ccc(NC(=O)/C(C#N)=C\c2ccc(-c3cc(C(=O)O)ccc3C)o2)cc1	-2	6	5	0	2	6	9	5
Clc1ccc(-n2nnnc2CN2CCOCC2)cc1	-8	·	·	·	-9	-4	·	0
CCn1c(-c2ccc(C)cc2)n[nH]c1=S	-6	·	-6	·	1	-19	·	8
Cc1ccc(CSCC(=O)NCCCN2CCOCC2)cc1	1	5	·	-1	·	-3	-2	-3
CCOc1ccc(OCC(=O)OCC(=O)N2CCN(S(=O)(=O)c3ccc(C)cc3C)CC2)cc1	·	-3	2	6	-1	6	-1	1
CC1Cc2ccccc2N1S(=O)(=O)c1cccc(C(=O)N2CC(=O)Nc3ccccc32)c1 (configuration not stated)	3	5	-10	-20	·	9	7	0
Cc1ccc(Nc2cc(C)nc3c(C)ccc([N+](=O)[O-])c23)cc1	2	0	·	-43	·	2	18	·
CC(NC(=O)c1ccccc1NC(=O)CN1CCN(c2ccccc2O)CC1)c1ccccc1 (configuration not stated)	-7	0	-5	9	-5	22	-8	2
COC(=O)c1ccc(NC(=O)c2c(Br)cnn2C)cc1	-1	21	1	-13	-3	-13	-11	-4
Cc1ccc(S(=O)(=O)N(C)C[C@H]2OCCCC[C@@H](C)Oc3ccc(NC(=O)CCCCCC(=O)Nc4ccccc4N)cc3C(=O)N([C@H](C)CO)C[C@@H]2C)cc1	-9	-4	-12	·	·	15	-1	·
Cc1cccc2c1cnn2C(=O)Nc1ccc(Br)cc1F	-2	1	3	-70	-1	-156	-2	-1
CCN(CCn1cccn1)Cc1nc(-c2ccc(OC)cc2)no1	2	-1	·	1	-2	-5	-12	3
O=[N+]([O-])c1ccc2nc[nH]c2c1	7	-1	-6	-1	-2	-12	·	-4
COCC(=O)Nc1ccc2c(c1)C(=O)N(C)C[C@@H](OC)[C@H](C)CN(C(=O)c1cccnc1)[C@@H](C)CO2	-7	1	9	-13	·	0	-29	1
CCc1noc(C)c1C(=O)Nc1nnc(C(CC)CC)s1	-57	1	-9	0	-8	-3	19	4
CC(C)(C)NC(=O)NC(=O)COC(=O)CNC(=O)c1cc(Cl)cc([N+](=O)[O-])c1	·	0	4	-7	1	16	8	1
COc1ccc(NC(=O)CN(C)C(=O)CSc2nc3ccccc3s2)cc1	2	5	·	-2	·	31	-5	·
CCO/C=C1\N=C(c2ccc(F)cc2)OC1=O	-1	-3	·	-10	-60	20	19	1
CCCC(=O)Nc1ccc2c(c1)C(=O)N(C)[C@H]1CC[C@@H](CC(=O)Nc3cn(C)nc3C)O[C@@H]1CO2	-11	-1	8	-10	-10[16.7 µM]	3	8	-6
COc1ccc([N+](=O)[O-])cc1NC(=O)CCN1CCN(c2ccccc2)CC1	·	-1	-14	10	·	20	4	·
CC(=O)Nc1ccc2oc(C)nc2c1	-12	-5	28	4	4	4	-12	·
O=C(CNC(=O)c1ccc(C(F)(F)F)cc1)NC1CC1	·	-2	-14	-7	-7	5	8	2
Cc1onc(-c2ccccc2)c1C(=O)OCC(=O)Nc1ccc(Cl)cc1	10	5	0	-8	8	12	1	-2

Reformatted as comma-separated lines: part of the list above.
canonical_smiles,FN deposit inh,CASP6 VEID inh,PGC1a acetyl inh,EWS-Fli inh,miR122 inh,PAX8 inh HTS,LGR2 antag,Cneo AK release
CC(C)(C)NC(=O)NC(=O)COC(=O)CNC(=O)c1cc(Cl)cc([N+](=O)[O-])c1,·,0,4,-7,1,16,8,1
CCO/C=C1\N=C(c2ccc(F)cc2)OC1=O,-1,-3,·,-10,-60,20,19,1

Screens: PubChem BioAssay, Broad Institute
